HT1080 IDH1KD tx – toxicity to HT-1080 IDH1 knockdown cells (counter line). 360,000 tested, 2% active. AID 686971. Potency, µM (doses to about 46.1 µM), for inactives: at the highest dose activity, negative = toxicity, most hits filed as cytotoxic. HT-1080 IDH1 knockdown viability, ATP luminescence, 48 h;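 also: potency is read from the fitted curve at half-maximal effect; 0% = DMSO wells and -100% = cell-free medium wells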
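After a 2 h attachment period, IDH1KD HT-1080 cells took pin-transferred compound for 48 h at 37 °C; ATP-based luminescence after 10 min room-temperature reagent incubation reported viability.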
SW480 rerep – DNA re-replication induction in SW480 cells | 340,000 tested, 1.8% active | AID 624297 | Potency, µM (titrated, usually from 46.1 µM), inactives show at the highest dose re-replication activation, hits mostly activators | SW480 DNA re-replication, Hoechst DNA content imaging, 48 h; also: potency is read from the fitted curve at half-maximal effect; % of control where 0% means no effect; nearly all actives have a fitted effect of over 55% in size
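Readout is total intensity of Hoechst-stained nuclei, excited at 405 nm and collected at 500-530 nm. Compound treatment lasted 48 hr at 37 C in 5% CO2 before staining.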
S2 tox – reduces viability in counter-screen for ATXN expression inhibitors. 400,000 tested, 0.49% active. S2 cells (HEK-293 line with an ATXN2-luciferase reporter) viability, CellTiter-Fluor protease fluorescence, 24 h. AID 651635. Potency, µM (series often up to 56.7 µM), usual class: cytotoxic; also: potency is read from the fitted curve at half-maximal effect; nearly all actives have a fitted effect of over 40% in size
KB-3-1 cytotox – KB-3-1 parental cell cytotoxicity; KB-3-1 viability, CellTiter-Glo ATP luminescence, 72 h; 400,000 tested, 1.4% active; AID 1347075; Potency, µM (series often up to 46.1 µM), for the others: top-dose activity change, negative = cytotoxic, usual class: cytotoxic; also: potency is read from the fitted curve at half-maximal effect; % is scaled to controls: 0 for no effect and ±100 for the full control effect; nearly all actives have a fitted effect of over 60% in size
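Screening of KB-3-1 cells (DMEM, 10% FBS, phenol-red free) ran from lowest to highest compound concentration; after 72 h at 37 °C viability was read luminescently and curves fitted.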
HT1080NT lethal – kills 2HG-producing HT-1080-NT fibrosarcoma cells. HT-1080-NT fibrosarcoma viability, CellTiter-Glo ATP luminescence, 48 h. 360,000 tested, 1.6% active. Potency, µM (titrated, usually from 46.1 µM), for the others: top-dose activity, negative = less viability, usual class: cytotoxic;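 also: NT is the 2HG producing partner of a matched IDH1 knockdown line; potency is read from the fitted curve at half-maximal effect; 0% = DMSO-treated cells and -100% = media-only wells without cells; nearly all actives have a fitted effect of over 55% in size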
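Compounds were tested in concentration-response format on HT-1080-NT cells for 48 hours at 37 degrees C. Cell viability came from CellTiter-Glo luminescence; curves were classified by r2, response magnitude and activity.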
MCF10A rerep – induces DNA re-replication in MCF 10a normal breast cells; 350,000 tested, 2.9% active; Potency, µM (doses to about 46.1 µM), for inactives: at the highest dose activity, positive = re-replication, most hits filed as activators; MCF 10A DNA re-replication, Hoechst nuclear intensity, 48 h; also: potency is read from the fitted curve at half-maximal effect; % of control where 0% means no effect; nearly all actives have a fitted effect of over 50% in size
IL1B secr inh – inhibitors of inflammasome signaling (IL-1 beta secretion); THP-1 LPS/ATP IL-1B secretion, AlphaLISA, 16 h; hits give low values; activity change, % at 57.5 µM; 360,000 tested, 4.7% active; AID 743279; in the data active = activity change below about -50%; inconclusive = mostly about -30% to -49%; also: % is scaled to controls: 0 for no effect and ±100 for the full control effect
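Secreted IL-1B measured by AlphaLISA bead assay after 16 h compound exposure of THP-1 cells; compounds (final up to 57.5 uM) added 1 h before LPS (250 ng/mL) and ATP (1.25 mM) stimulation; lower signal means less secretion.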
ATXN2 expr inh – ATXN2 expression inhibition; Potency, µM (doses to about 57 µM), for the others: at the top dose activity change, negative = inhibition, actives largely listed as inhibitors; 360,000 tested, 0.72% active; HEK-293 ATXN2-luciferase reporter, luminescence, 24 h; also: potency is read from the fitted curve at half-maximal effect; % is scaled to controls: 0 for no effect and ±100 for the full control effect; nearly all actives have a fitted effect of over 55% in size
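ATXN2-luciferase reporter cells (luciferase flanked by upstream and downstream ATXN2 gene portions) were treated 24 h at 37 °C with compounds at up to 57 uM. SteadyGlo luminescence gave expression; GF-AFC fluorescence gave viability.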
HepG2 tox – kills HepG2 cells in TGF-b inhibitor counter-screen; 410,000 tested, 0.76% active; AID 588856; Potency, µM (highest dose often 46.1 µM), inactives show top-dose activity change, negative = cytotoxicity, usual class: cytotoxic; HepG2 CAGA-GFP viability, ATP luminescence, 18 h; also: potency is read from the fitted curve at half-maximal effect; some results filed as inactive show a strong effect at the top dose
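CellTiter-Glo luminescence gave cytotoxicity after 18 hours at 37 degrees C. The cells were HepG2 CAGA-GFP in 1% FBS DMEM, stimulated with 500 pg/mL TGF-beta after compound addition. %Activity was normalised to no-cell wells (complete cell-killing) and DMSO (no toxicity), and curves were fitted and classified.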
Numbers without * were called inactive; i = inactive; u = inconclusive; x = not tested or not shown; [ ] = another dose, or the depositor's remark. Unless noted, calls follow the shape of the dose curve; as a rule, active = well fitted curve in the direction sought with a large enough effect; inconclusive = small, poorly fitted or top-dose-only effect, or another doubt; inactive = no such curve, though single readings can be large; an effect the other way counts as inactive or inconclusive.

SMILES	HT1080 IDH1KD tx	SW480 rerep	S2 tox	KB-3-1 cytotox	HT1080NT lethal	MCF10A rerep	IL1B secr inh	ATXN2 expr inh	HepG2 tox
CCc1nc2onc(C)c2c(=O)n1CC(=O)O	x	x	i	-3%	x	x	x	-12%	-4%
O=C(NNC1=C(C(=O)C(F)(F)F)CCC1)c1cccc(Cl)c1	23µM*	u	u	u	u	u	73	u	10µM*
Cc1ccn2cc(-c3cccc(NC(=O)C(C)C)c3)nc2c1	15%	6%	i	2%	17%	-1%	0	1%	-16%
Cc1ccccc1N1CCN(S(=O)(=O)c2nnc(NC(=O)c3ccc(Cl)cc3)s2)CC1	x	x	i	-8%	x	x	x	10%	-26%
CCOc1cc(/C=C2\C(=O)N(CCC#N)N=C2C)ccc1OCC(N)=O	-16%	-43%[inhibitor]	u	0%	-5%	-3%	9	x	10%
O=C(Cc1c(F)cccc1Cl)Nc1ccc(S(=O)(=O)N2CCCC2)cc1	8%	0%	i	x	7%	9%	u	3%	1%
Cn1c(=O)n(-c2ccc(F)c(Cl)c2)c(=O)c2sc3ccccc3c21	x	x	u	4%	x	x	x	11%	2%
CCN1CCC[C@H]1CNC(=O)c1cc(S(N)(=O)=O)ccc1OC	x	3%	i	x	x	0%	x	14%	x
O=C(NC1CCNCC1)C1CC1	10%	16%	i	1%	2%	7%	22	x	5%
Cc1ccc(-c2nc(S(=O)(=O)c3ccc(C)cc3)c(N3CCCCCC3)o2)cc1	x	x	i	4%	x	x	x	-8%	-19%
C[C@@]12CCC=C[C@H]1[C@H](c1ccoc1)N(Cc1ccccc1)C2=O	-5%	u	i	-7%	-6%	9%	-21	-8%	-13%
CC(C)C(=O)Nc1cccc2nsnc12	u	2%	i	10%	u	-2%	11	-1%	-37%
Cc1nnc(SCC(=O)Nc2c(Cl)cccc2Cl)n(N)c1=O	10%	-6%	i	0%	2%	-1%	5	-6%	-6%
Cn1c2c(c3ccccc31)CCN1CCC[C@]21c1ccccc1	0%	8%	i	u	-22%	-6%	-6	x	-76%
CCN(CC)S(=O)(=O)c1cc([N+](=O)[O-])ccc1NNC(=O)Nc1ccccc1	-10%	9%	i	-10%	1%	0%	-18	1%	-16%
O=c1[nH]c2ccc(S(=O)(=O)N3CCC(Cc4ccccc4)CC3)cc2o1	u	-4%	i	-11%	-26%	13%	31	-17%	-18%
O=C(Cc1ccccc1)Nc1ccc(N2CCOCC2)cc1	-2%	-6%	i	-4%	-8%	-11%	-21	38%	-2%
Cc1cc(N2CCN(C)CC2)nc2ccc(NC(=S)N3CCCCC3)cc12	-29%	u	i	-4%	-15%	18µM*	-14	-16%	-13%
CCCCc1ccc(-c2c(C#N)c(N)nc3c2CCCC3)s1	6%	-14%	i	-2%	6%	24%	0	-1%	6%
Cc1ccc(C(=O)ON=C2CCN(c3ccc([N+](=O)[O-])cc3)CC2)cc1	-16%	2%	i	-4%	-5%	20%	5	-2%	-6%
CC1(C(=O)Nc2cnc3ccccc3c2)CCN1Cc1ccc2c(c1)OCCO2 (stereo unspecified)	1%	x	u	0%	13%	x	0	3%	-2%
CCC(c1nnc(SC(C)C(=O)NC2CC2)n1-c1ccc(OC)cc1)N(C)C (stereo unspecified)	21%	-4%	i	-1%	4%	0%	2	-6%	3%
Cc1ccc2c(c1)C(=O)C(=O)N2CCCOc1ccccc1	-11%	u	i	-14%	-2%	u	0	35%	-38%
O=C(Nc1c(-c2ccccc2)[nH][nH]c1=O)c1ccc2ccccc2c1	11%	x	x	10%	12%	x	26	x	x
COc1ccccc1COC(=O)N/C=C/c1ccco1	-2%	9%	i	-2%	17%	u	-6	5%	-8%
CCn1c(C(O)c2ccc(C)cc2)nc2ccccc21 (stereo unspecified)	-5%	8%	i	-12%	-4%	-1%	17	1%	-17%
Cc1c(C(=O)N2CCCCC2)oc2ccccc12	-3%	-2%	i	14%	-2%	0%	9	33%	-24%
O=C(Nc1cccc(S(=O)(=O)N2CCCC2)c1)c1cc(=O)[nH]c2ccccc12	-1%	19%	i	-18%	4%	19%	14	0%	-63%
CCc1ccccc1N1C(=O)N(CC(=O)c2ccc(Cl)cc2)c2ccccc2S1(=O)=O	x	x	i	0%	x	x	x	13%	4%
CCCNC(=O)c1cc2c(c(-c3cccc(-c4ccc(F)cc4)c3)n1)[C@H](CCO)N(S(=O)C(C)(C)C)C2 (stereo partly specified)	u	x	u	u	u	x	u	u	-7%
Cc1ccccc1NC(=O)CN1CCN(Cc2ccccc2)CC1	2%	22%	i	18%	3%	11%	22	3%	0%
CCCCSc1ncnc2[nH]ncc12	-1%	4%	i	-3%	0%	-2%	0	x	-12%
CSCC[C@H](Nc1ncnc2sc(C)c(C)c12)C(=O)O	0%	-11%	i	5%	7%	-3%	6	1%	7%
CCCOc1ccc(/C=N/Nc2ccccc2[N+](=O)[O-])c(O)c1	u	-83%[inhibitor]	u	u	-29%	16%	-8	u	-6%
CCN(c1ccccc1)S(=O)(=O)c1ccc(Cl)c(NC(=O)CN2CCCCCC2)c1	u	101%	i	u	u	u	-27	u	1%
O=C(O)c1cc(S(=O)(=O)N2CCOCC2)c[nH]1	15%	-16%	i	7%	-1%	0%	2	x	1%
COc1ccc(-n2c(C)c(C)c3c(N)ncnc32)cc1	-15%	1%	i	5%	7%	u	4	23%	-2%
C=CCn1c(SC2CCOC2=O)nc2scc(C3CC3)c2c1=O (stereo unspecified)	-2%	-6%	i	8%	-5%	1%	33	-3%	-12%
O=C(NCCCn1ccnc1)Nc1ccc(Cl)c(Cl)c1	-9%	-18%	x	3%	-6%	15%	-27	x	-17%
Cc1ccc(NC(=O)COc2ccc(S(=O)(=O)N3CCOCC3)cc2)cc1	u	u	i	-10%	-11%	6%	u	-26%	-12%
Cc1ccc(C)c(S(=O)(=O)N2CCC(c3nc4c(nnn4Cc4ccc5c(c4)OCCO5)c(=O)[nH]3)CC2)c1	u	19%	i	-8%	-27%	24%	u	x	-19%
COC(=O)c1cccc(CN2C(=O)SC(Nc3ccccc3C)C2=O)c1 (stereo unspecified)	x	x	i	6%	x	x	x	12%	-20%
COCCCN(C(=O)C1=COCCO1)c1c(N)n(Cc2ccccc2)c(=O)[nH]c1=O	-2%	x	i	-9%	-1%	x	-7	x	-53%
Cc1cc(C)cc(OC(C)C(=O)NCCCn2ccnc2)c1 (stereo unspecified)	-1%	-22%	i	4%	-2%	6%	10	5%	-6%
CN(C(=O)c1sc2nc(N3CCCC3)c3c(c2c1N)CC(C)(C)OC3)c1ccccc1	1%	1%	i	-11%	13%	u	-9	x	-25%
CC1CC(C)CN(CCCNC(=O)C2CCCN(c3nnc(N4CCCC4=O)s3)C2)C1 (stereo unspecified)	-1%	0%[9.22 µM]	i	-16%	-11%	-3%	-4	-10%	-7%
Cc1cccc(/C=N/NC(=O)c2ccc(NC(=O)c3ccccc3C)cc2)n1	-19%	-18%	i	1%	-25%	-23%	-8	2%	-5%
Cc1ccc(N(C(=O)Cc2cccs2)C2C=CS(=O)(=O)C2)cc1Cl (stereo unspecified)	4%	-3%	u	0%	6%	23%	-7	x	-2%
COc1cccc(NC(=O)CN(C)C(=O)c2cc(S(=O)(=O)Nc3ccccc3OC)ccc2C)c1	0%	8%	i	-9%	1%	8%	-14	-5%	-4%
O=C(CCS(=O)(=O)c1ccccc1)Nc1ccccc1-c1nc2ccccc2s1	12%	-3%	u	-21%	26%	-3%	0	-10%	-10%
Cc1ccccc1C(=O)NC1CC2CCCC(C1)N2Cc1ccccc1 (stereo unspecified)	-9%	10%	i	10%	-4%	21%	u	-11%	-22%
CCn1c(O)c(N=NC2=NC(=O)CS2)c2ccccc21	6%	-7%	i	-9%	0%	-3%	17	16%	-6%
CCOc1cc(CNC(C)(C)C)ccc1OCC(=O)Nc1cccc(C(F)(F)F)c1	-15%	2%	i	0%	-12%	15%	-21	-1%	-43%
COC(=O)c1cc(OC)c(OC)cc1NC(=O)CC1CCCCC1	11%	1%	i	9%	8%	0%	17	7%	-12%
Cc1ccc(S(=O)(=O)Nc2ccc(S(=O)(=O)N3CCCC3)cc2)cc1	-2%	0%	i	-9%	2%	19%	-8	-7%	-6%
COc1ccc(C2NCCO2)cc1OC (stereo unspecified)	7%	-1%	i	2%	3%	1%	-4	11%	-12%
CC(C)CCN1CCC(CN2C(=S)NC[C@@H]2Cc2ccccc2)CC1	3%	-39%[inhibitor]	i	0%	3%	-33%[inhibitor]	0	-1%	-10%

Some of these compounds in order of count of non-hydrogen atoms, falling:
SMILES	HT1080 IDH1KD tx	SW480 rerep	S2 tox	KB-3-1 cytotox	HT1080NT lethal	MCF10A rerep	IL1B secr inh	ATXN2 expr inh	HepG2 tox
Cc1ccc(NC(=O)COc2ccc(S(=O)(=O)N3CCOCC3)cc2)cc1	u	u	i	-10%	-11%	6%	u	-26%	-12%
Cc1ccc(N(C(=O)Cc2cccs2)C2C=CS(=O)(=O)C2)cc1Cl (stereo unspecified)	4%	-3%	u	0%	6%	23%	-7	x	-2%
C[C@@]12CCC=C[C@H]1[C@H](c1ccoc1)N(Cc1ccccc1)C2=O	-5%	u	i	-7%	-6%	9%	-21	-8%	-13%
